Screens from PubChem.
Diaphorase act: activates diaphorase or chemically reduces, flagging diaphorase assay artifacts; Diaphorase/resazurin coupled assay, resorufin fluorescence, 16 min; active compounds read high; 1 = vehicle wells, 0 = NADH-free wells; activation factor at 20 µM; 190,000 compounds, 0.005% hits;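 active means diaphorase activity raised at least twofold by the compound at 20 µM; inactive means activation factor below 2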
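System – purified diaphorase enzyme from Clostridium kluyveri · Input – enzyme 0.07 U/mL final · Also added – final NADH 0.114 mM, resazurin 0.1 mM · Measured by – fluorescence of resorufin, 544 nm excitation, 590 nm emission · Timing – 16 min enzyme reaction, ambient temperature · Measure – resorufin increase flagging diaphorase activators or reducers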
Lmaj promast: reduces viability of Leishmania major promastigotes | inhibition, % at 10 µM | 200,000 compounds, 9% hits | resazurin fluorescence viability; in the data active means inhibition above about 50%;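 further: promastigotes grown with compound for 44 hours at 28 °C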
bIAP act: increases bovine intestinal alkaline phosphatase activity | purified bovine IAP, CDP-star luminescence, 30 min; active compounds read high; fold of DMSO-control signal, blank-subtracted | activation factor at 20 µM | 200,000 compounds, 0.17% hits;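 active means activation factor of 2 or more at 20 µM, a signal rise over negative controls twice the positive control's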
TNAP inh hi DEA: inhibitors of human TNAP at high phosphate acceptor concentration; inhibition, % at 20 µM; 200,000 compounds, 0.03% hits; purified TNAP, CDP-star luminescence, 1 M DEA;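 active means over 50% inhibition of tissue-nonspecific alkaline phosphatase at 20 µM in the single-dose screen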;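 further: plate controls were DMSO wells for no effect and EDTA-quenched wells as full inhibition for full effect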
Target sequence (P05186 whole entry, looked up): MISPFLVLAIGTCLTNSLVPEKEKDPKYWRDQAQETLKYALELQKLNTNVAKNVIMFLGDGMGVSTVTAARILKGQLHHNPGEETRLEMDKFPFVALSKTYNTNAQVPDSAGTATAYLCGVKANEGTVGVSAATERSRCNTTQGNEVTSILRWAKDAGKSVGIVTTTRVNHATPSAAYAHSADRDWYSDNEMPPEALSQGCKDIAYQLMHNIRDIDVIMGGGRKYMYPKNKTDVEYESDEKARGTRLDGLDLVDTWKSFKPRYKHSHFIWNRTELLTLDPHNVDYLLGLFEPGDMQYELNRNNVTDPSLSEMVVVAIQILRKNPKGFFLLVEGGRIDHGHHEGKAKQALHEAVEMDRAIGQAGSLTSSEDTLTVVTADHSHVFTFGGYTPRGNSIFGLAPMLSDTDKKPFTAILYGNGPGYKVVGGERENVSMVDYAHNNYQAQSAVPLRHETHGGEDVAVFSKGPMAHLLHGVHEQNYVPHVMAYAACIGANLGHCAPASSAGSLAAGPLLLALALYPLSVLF
bIAP inhibitor: intestinal alkaline phosphatase (bovine) inhibition; inhibition, % at 20 µM; purified bovine IAP, CDP-star luminescence, 30 min; 190,000 tested, under 10 active; AID 1019;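 active means over 50% inhibition of intestinal alkaline phosphatase at 20 µM in the single-dose screen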
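Assay system: bovine IAP enzyme; medium: DEA buffer 100 mM, pH 9.8, with MgCl2 1.0 mM, ZnCl2 0.02 mM; doses: 20 µM single dose; incubation: enzyme reaction for 30 min at room temperature; detection: CDP-star luminescence signal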
TNAP act hiacc: increases human TNAP activity under high phosphate acceptor concentration; P05186; AID 1136; 200,000 tested, under 10 active; purified TNAP, CDP-star luminescence, 1 M DEA, 30 min; active compounds read high; 0 = EDTA background, 1 = DMSO-only activity; activation factor at 20 µM;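 active means activation factor at least 2 at 20 µM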
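Control set: EDTA negative control, DMSO positive control / Assay system: human TNAP / Quantity: TNAP 1/800 final / Evaluation: TNAP activation factor scaled between EDTA and DMSO control wells / Measured by: luminescent substrate turnover signal / Compound dosing: one dose, 20 µM / Times: 30 min enzyme reaction at room temperature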
Diaphorase inh: inhibits diaphorase or chemically oxidizes, flagging diaphorase assay artifacts | diaphorase resazurin-to-resorufin fluorescence, NADH, 16 min; bacterial (C. kluyveri) enzyme, not human | inhibition, % at 20 µM | 190,000 compounds, 0.69% hits | AID 1217;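 active means primary screen inhibition at 20 µM above a set limit, cut at about 50% in these data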;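 further: plate controls were DMSO with full reaction for no effect and wells lacking NADH for full effect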
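Assay system: diaphorase enzyme from Clostridium kluyveri; Input: enzyme working solution with 0.14 U/mL diaphorase; Timing: 16 min at room temperature; Technique: resorufin fluorescence, excitation 544 nm, emission 590 nm; Benchmarks: positive control minus NADH, DMSO neutral control.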
PMI activator: activators of human phosphomannose isomerase; P34949; purified human PMI, coupled resazurin fluorescence, 20 min; active compounds read high; 1 = vehicle control, 0 substrate-free wells; activation factor at 20 µM; 190,000 compounds, 0.005% hits; AID 1214;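 active means activation factor of 2 or more at 20 µM, relative to plate controls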
Target sequence (P34949 whole entry, looked up): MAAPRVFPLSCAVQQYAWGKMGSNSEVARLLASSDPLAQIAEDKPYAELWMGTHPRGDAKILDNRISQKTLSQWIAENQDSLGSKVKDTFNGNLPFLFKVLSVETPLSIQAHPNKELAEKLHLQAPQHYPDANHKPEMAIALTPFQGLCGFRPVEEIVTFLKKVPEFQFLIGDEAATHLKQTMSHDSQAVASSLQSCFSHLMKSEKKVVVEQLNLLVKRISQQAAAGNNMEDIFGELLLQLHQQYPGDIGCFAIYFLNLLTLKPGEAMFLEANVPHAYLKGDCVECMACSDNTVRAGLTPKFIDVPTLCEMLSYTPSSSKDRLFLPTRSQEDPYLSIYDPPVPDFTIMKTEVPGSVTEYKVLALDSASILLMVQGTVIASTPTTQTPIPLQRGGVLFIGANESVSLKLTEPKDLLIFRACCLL
PMI act hi M6P: PMI (human) activation, high substrate; activation factor at 20 µM; P34949; 190,000 compounds, 0.34% hits; coupled PMI enzyme assay, resazurin fluorescence, 20 min; active compounds read high; 1 = untreated enzyme, 0 = substrate-free blank;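 active means activation factor of 2 or more at 20 µM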
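Technique: Diaphorase-driven resazurin-to-resorufin fluorescence, excitation 544, emission 590 nm | Assay system: Human PMI in coupled enzyme assay | Times: Enzyme reaction with compound 20 min at room temperature | Medium: HEPES-buffered pH 7.4 with magnesium and detergent | Reagent: Mannose-6-phosphate 1.0 mM (near-saturating) plus 0.22 mM NADP+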
TNAP inh no acc: inhibitors of human TNAP without phosphate acceptor | P05186 | purified TNAP, CDP-star luminescence, 30 min | inhibition, % at 20 µM | 200,000 compounds, 0.26% hits;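 active means tissue-nonspecific alkaline phosphatase inhibition above about 50% at 20 µM in the single-dose screen, limit read from the data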;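 further: 0% = DMSO negative control and 100% = EDTA positive control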
* marks the source's active call; other numbers are inactive results.

SMILES	Diaphorase act	Lmaj promast	bIAP act	TNAP inh hi DEA	bIAP inhibitor	TNAP act hiacc	Diaphorase inh	PMI activator	PMI act hi M6P	TNAP inh no acc
O=C(CSc1nccc(=O)[nH]1)N1N=C2/C(=C/c3ccco3)CCCC2C1c1ccco1 (configuration not stated)	0.8	-6	1.2	1	-18	1	18	1.1	1	6
O=C(c1ccccc1)N1CCN2C(=O)c3ccccc3C12c1ccc(Cl)cc1 (configuration not stated)	0.9	76*	0.9	-9	6	1.1	12	0.9	1	-10
CCc1ccc(CN(C)C(=O)CCc2nnc(-c3ccc(-c4ccccc4)cc3)o2)nc1	1	26	0.9	-4	7	1	0	0.9	0.9	-4
CCOC(=O)c1cnc(SC)nc1N	0.9	1	1	-1	4	1	10	0.9	0.9	28
O=C(CSc1ccc2nnc(-c3ccccc3)n2n1)NCC1CCCO1 (configuration not stated)	1.1	-2	0.8	-5	18	1.1	-6	1.1	1.1	-7
CC(C)=CCSc1nnc(CCNC(=O)OC(C)(C)C)o1	1	1	1	-9	-4	1.1	-3	1	1.1	-9
CN(C)C(=O)N1CCC(C(=O)N2CCCC(C(=O)c3cccc4ccccc34)C2)CC1 (configuration not stated)	0.7	-1	1.3	-4	-32	1	31	0.8	0.8	-4
Cc1ncsc1C(=O)N1N=C2/C(=C/c3ccc(N4CCOCC4)cc3)CCCC2C1c1ccc(N2CCOCC2)cc1 (configuration not stated)	0.6	32	1	-5	1	1	38	0.9	0.9	-7
O=C(Nc1n[nH]c(C(F)(F)F)n1)C1CC1	0.9	-3	1	0	4	1	11	1	1	4
Cc1ccccc1-n1nc(SCC(=O)O)sc1=S	1	-4	1	-5	-5	1.1	-1	1.3	1.1	-15
CC(C)Cc1c(O)nc(SCCN2CCOCC2)[nH]c1=O	0.9	-4	0.9	-4	5	1	14	1	0.9	-1
CCC(C)(C(=O)NC1CCCC1)N(Cc1cccs1)C(=O)Cc1cccs1 (configuration not stated)	0.9	1	1.3	-3	-30	1	12	1	1.1	-12
CCn1c(C)c(C(C)=O)c(N2CCN(c3ccc(OC)cc3)CC2)nc1=S	0.9	-2	1.1	10	-14	0.9	13	0.9	0.5	-7
CCCC(=O)C1=C(O)C(C(=O)OC)C(C)(C)CC1=Nc1ccncc1 (configuration not stated)	0.9	-5	1	-2	-2	1	9	1	0.9	-6
CC(C)OC(=O)C(C)Oc1ccc(C(=O)NCCc2ccccc2)cc1 (configuration not stated)	1	-1	1	-10	0	1.1	2	1	1	-10
CCC(C)c1ccc(NC(=O)CC(C)=O)cc1 (configuration not stated)	0.9	10	1.1	-5	-11	1.1	8	1	1	-11
CCCn1c(SCC(=O)Nc2c(C)cccc2CC)nnc1C(C)C	1	0	1.1	-4	-12	1	-2	1	1	-11
CCn1c(CNc2nc(-c3ccccc3)cs2)nnc1SCC(=O)NCc1ccccc1	1.1	-2	1	3	2	1	-5	1.1	1.2	-4
CCCC(=O)C1=C(O)C(c2cccc(Oc3ccccc3)c2)CCC1=O (configuration not stated)	0.9	-8	1	-1	-2	1	12	1.2	1.1	-9
COc1ccc(C2=NN(c3nc(C(=O)O)cs3)C(O)(C(F)(F)F)C2)c(OC)c1 (configuration not stated)	0.9	-7	1.2	-2	-15	1	10	1	0.9	-14
CSC(=NC#N)N1CCN(c2ccc([N+](=O)[O-])cc2)CC1	1	20	0.9	9	14	0.9	-1	1	0.9	10
COc1ccc(CN2CC(=O)N(c3ccc(C)cc3C)C2=S)cc1OC	0.9	25	1	-2	-1	1	5	1	1	-8
COc1ccc([N+](=O)[O-])cc1NC(=O)CSc1ccc2ccccc2c1	0.8	5	1	1	-3	1	25	0.9	0.9	1
CCOC(=O)c1cc2c(C)[nH]c(C)c2cc(C(=O)OCC)c1=O	0.7	5	0.9	7	7	0.9	31	1.3	1	0
COc1cc(C(=O)O/N=C2\C=CC(=O)C(C)=C2)cc(OC)c1OC	0.6	101*	0.9	5	10	0.9	41	0.5	0.3	-2
(continued)
SMILES	Diaphorase act	Lmaj promast	bIAP act	TNAP inh hi DEA	bIAP inhibitor	TNAP act hiacc	Diaphorase inh	PMI activator	PMI act hi M6P	TNAP inh no acc
Cc1cc(NC(=O)c2cc3ccccc3o2)cc(C)c1OCC(=O)N1CCOCC1	0.9	2	1.1	0	-8	1	13	0.9	0.9	-6
COc1ccccc1NC(=O)CCSc1nnc(-c2ccco2)o1	0.7	-5	1.1	-5	-11	1	28	0.9	1	-9
COC(=O)c1[nH]c2ccccc2c1NS(=O)(=O)c1ccc(F)c(C)c1	0.8	7	0.9	-2	5	1	16	1	0.9	8
COCCN(Cc1cc2cc3c(cc2nc1Cl)OCO3)C(=O)Nc1ccc(F)cc1	0.8	1	0.9	-2	14	1	19	0.9	0.9	-5
COc1ccccc1N(C1=NCCCS1)S(=O)(=O)c1ccc(C(C)(C)C)cc1	0.7	20	1.1	-5	-5	1	26	0.9	1	-3
O=C(NN=C1CCCC1)c1cc(-c2ccccc2)n[nH]1	0.9	-10	1	4	4	1	10	0.8	0.9	40
Cc1cc(-n2c(C)cc(C(=O)CSc3nnc4sc5ccccc5n34)c2C)no1	0.9	0	1	-4	3	1	9	1	1	-11
CCN(CC)C(=O)N1CCN(C(=O)N2CCOCC2)CC1	0.9	-1	1.1	-7	-9	1.1	8	0.9	1	-8
CCSC1=N/C(=C\c2ccc(-c3ccccc3[N+](=O)[O-])o2)C(=O)S1	0.4	-7	0.7	1	35	1	63*	0.9	0.8	0
Cc1ccc2c(c1)C1CN(C)CCC1N2C(=O)c1cccc(S(=O)(=O)N(C)C)c1 (configuration not stated)	0.9	8	1.2	-1	-23	1	6	1	1	-5
COC(=O)c1cn(C(=O)c2ccccc2)c2ccccc12	1	-5	1	-8	4	1.1	2	1	1	-9
Cc1ccc(Cl)cc1N1CCN(C(=O)C2CCN(S(=O)(=O)c3cnc[nH]3)CC2)CC1	1	-8	1.1	-5	-12	1	3	0.9	1	-6
Cc1ccc(C(=O)NC(=S)NNC(=O)CC#N)cc1	0.4	-9	1.1	-1	-10	1	57*	0.9	1	-87
CCC(C)(C)n1nnnc1C(C(C)C)N1CCSCC1 (configuration not stated)	0.9	2	0.9	-5	13	1	13	1	1	-10
Cc1cc(C)nc(NC2=NCC(=O)N2c2ccc(F)c(Cl)c2)n1	1	1	1.1	-4	-10	1	2	1	1.1	-4
CCOc1ccc(C(=O)NCC(=O)OCC(=O)c2ccc3c(c2)-c2ccccc2C3)cc1	0.9	-6	0.9	1	6	1	15	1	1	0
Cc1cc2nnc(SCC(=O)N3CCCCCC3)n2c(N)n1	0.9	-7	1.1	0	-14	1	10	1	1	-1
COc1cc([N+](=O)[O-])cc2sc(NC(=O)C3CC3)nc12	1	-11	1.1	5	-10	1	4	1.1	0.9	-6
Brc1ccccc1/C=N/Nc1ccc2ccccc2n1	0.9	41	1	0	4	1	7	0.9	0.9	-54
Cn1c2ccccc2c2ncn(Cc3ccco3)c(=O)c21	0.9	1	0.9	-7	13	1.1	14	1	1	-6
CCNc1nc(C)c(CN(C(C)=O)c2ccccc2)nc1C#N	1	9	1.3	0	-28	1	0	1	1	-6
COc1cc(/C=N/NC(=O)CC2(C)OCCCO2)ccc1OCc1ccccc1	0.9	2	0.9	-2	11	1	13	0.9	1	-4
COCCCN(C(=O)Cn1ncc2c(=O)oc3ccc(C)cc3c21)C(C)c1ccncc1 (configuration not stated)	0.9	-2	0.9	-3	10	1	12	1	1.1	-11
O=C(/C=C/Nc1ccc(Cc2ccc(N/C=C/C(=O)C(F)(F)F)cc2)cc1)C(F)(F)F	0.9	-5	1.2	-1	-19	1	6	1	1	-2
CC(C(=O)NC1CC(C)(C)NC(C)(C)C1)c1ccc([N+](=O)[O-])cc1 (configuration not stated)	0.9	1	1	-4	-1	1	10	1	0.9	-3
Going on with the list:
SMILES	Diaphorase act	Lmaj promast	bIAP act	TNAP inh hi DEA	bIAP inhibitor	TNAP act hiacc	Diaphorase inh	PMI activator	PMI act hi M6P	TNAP inh no acc
Cc1c(OC(=O)CNC(=O)OC(C)(C)C)ccc2c3c(c(=O)oc12)CCC3	0.9	-7	1.1	-1	-7	1	9	1	1	-11
COc1ccc(Cl)cc1NC(=S)N(CCCN1CCOCC1)Cc1cn(C)c2ccccc12	1	100*	0.8	-1	15	1	0	0.8	0.9	-9
Cc1nnc(NC(=O)CSc2nnc(-c3ccco3)o2)s1	1.1	-6	1.1	2	-15	1	-7	1	1	-7
CCOC(=O)c1nn(-c2ccccc2)c(C(=O)OCC)c1N	0.9	12	1	4	2	1	11	0.9	0.9	-3
Cc1c(Cl)cccc1NC(=O)CCN1CCCCCC1	0.8	1	1	-4	2	1	19	0.9	1	-10
CCCCCn1c(SCC2CCCO2)nc2cc(C(=O)N3CCC(C(N)=O)CC3)ccc2c1=O (configuration not stated)	0.8	8	1.1	-6	-7	1.1	21	0.9	0.9	-8
Cc1cc(NC(=O)CSc2ccc(-c3ccc4c(c3)OCO4)nn2)no1	0.9	4	1.1	-2	-11	1	7	1.1	1.2	-9
Cc1cc(C)cc(N(C(=O)Cn2nnc(-c3ccccc3)n2)C(C(=O)NC2CCCCC2)c2ccccn2)c1 (configuration not stated)	1.1	7	0.7	8	28	0.9	-9	1.1	1.1	-5
Cc1cc(=O)n2c(ccc3ccccc32)c1C#N	0.9	-8	1	-4	-1	1	10	1	0.9	5
NC(=O)C1=C[C@H](c2coc3ccccc3c2=O)C[C@H](OCc2ccc(CO)cc2)O1	1	-3	1	-5	4	1.1	3	1	1.1	-6

Pulled by compound from the entries so far, 5 records:
SMILES	Diaphorase act	Lmaj promast	bIAP act	TNAP inh hi DEA	bIAP inhibitor	TNAP act hiacc	Diaphorase inh	PMI activator	PMI act hi M6P	TNAP inh no acc
Cc1cc(NC(=O)CSc2ccc(-c3ccc4c(c3)OCO4)nn2)no1	0.9	4	1.1	-2	-11	1	7	1.1	1.2	-9
Cc1c(OC(=O)CNC(=O)OC(C)(C)C)ccc2c3c(c(=O)oc12)CCC3	0.9	-7	1.1	-1	-7	1	9	1	1	-11
Cc1cc(=O)n2c(ccc3ccccc32)c1C#N	0.9	-8	1	-4	-1	1	10	1	0.9	5
CCCCCn1c(SCC2CCCO2)nc2cc(C(=O)N3CCC(C(N)=O)CC3)ccc2c1=O (configuration not stated)	0.8	8	1.1	-6	-7	1.1	21	0.9	0.9	-8
NC(=O)C1=C[C@H](c2coc3ccccc3c2=O)C[C@H](OCc2ccc(CO)cc2)O1	1	-3	1	-5	4	1.1	3	1	1.1	-6
